Screening data as filed in PubChem.
TRAIL sens C8 = viability loss with TRAIL in NB7+C8 cells, primary screen, TRAIL sensitizer project, cell-based, ATPlite luminescence; inhibition (viability loss, TRAIL sensitization), % at 10 µM; actives 1% (n = 360,000);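 active means compounds causing at least 50% loss of cell viability in the single-dose screen, relative to plate controls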
SRC2 inh = inhibition of GAL4-SRC2 driven luciferase reporter, primary screen, SRC2 inhibitor project, cell-based, luminescence; Nuclear receptor coactivator 2 (Homo sapiens), Q15596; HEK293 GAL4-SRC2 luciferase reporter; inhibition, % at 9 µM; actives 0.17% (n = 370,000);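 active means inhibition above the mean inhibition of all tested compounds plus 3 SD, set per campaign, cut at about 52% in these data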;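 further: 0% = DMSO treated cells and 100% = cells given Gossypol at 36 µM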
SRC1 inh = SRC1 coactivator transcriptional activity inhibitors, primary screen, cell-based, luminescence | Nuclear receptor coactivator 1 (Homo sapiens), Q15788 | actives 0.12% (n = 360,000) | inhibition, % at 3.6 µM | AID 588354, 2011 | HEK293 GAL4-SRC1 luciferase reporter;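 active means inhibition above the campaign mean plus 3 SD, with each screening campaign given its own cutoff, cut at about 60% in these data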;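 further: 0% = DMSO treated cells and 100% = gossypol at 36 µM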
TWEAK Fn14 block = inhibitors of TWEAK-Fn14 signaling, primary screen, luciferase reporter cells, uHTS; TWEAK-stimulated Fn14 reporter cells, luciferase luminescence, 8 h; inhibition, % at 10 µM; actives 2% (n = 360,000); AID 1159606, 2016; in the data active means inhibition above about 50%
NR5A2 inv ag = LRH-1 (NR5A2) inverse agonists, primary screen, cell-based, luminescence, HEK293T, StAR-luciferase reporter. actives 0.13% (n = 360,000). inhibition, % at 3.6 µM. Nuclear receptor subfamily 5 group A member 2 (Homo sapiens), O00482. LRH-1 transfected, 24 h;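 active means inhibition above the mean inhibition of all tested compounds plus 3 SD, cut at about 73% in these data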;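 further: 0% = DMSO wells and 100% = reporter-only cells lacking LRH-1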
COUP-TFII inh = NR2F2 transcriptional activity inhibitors, primary screen, cell-based, luciferase reporter, HEK293T, luminescence | HEK293T NGFI-A luciferase reporter | inhibition, % at 8.6 µM | COUP transcription factor 2 (Homo sapiens), P24468 | actives 0.7% (n = 370,000);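 active means inhibition above a per-plate cutoff, mean inhibition of test wells between control levels plus 3 SD, cut at about 38% in these data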;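 further: cells cotransfected with COUP-TFII expression vector driving the NGFI-A reporter; 0% = median of COUP-TF2 test wells and 100% = reporter-only cells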
Target sequence (P24468 whole entry, looked up): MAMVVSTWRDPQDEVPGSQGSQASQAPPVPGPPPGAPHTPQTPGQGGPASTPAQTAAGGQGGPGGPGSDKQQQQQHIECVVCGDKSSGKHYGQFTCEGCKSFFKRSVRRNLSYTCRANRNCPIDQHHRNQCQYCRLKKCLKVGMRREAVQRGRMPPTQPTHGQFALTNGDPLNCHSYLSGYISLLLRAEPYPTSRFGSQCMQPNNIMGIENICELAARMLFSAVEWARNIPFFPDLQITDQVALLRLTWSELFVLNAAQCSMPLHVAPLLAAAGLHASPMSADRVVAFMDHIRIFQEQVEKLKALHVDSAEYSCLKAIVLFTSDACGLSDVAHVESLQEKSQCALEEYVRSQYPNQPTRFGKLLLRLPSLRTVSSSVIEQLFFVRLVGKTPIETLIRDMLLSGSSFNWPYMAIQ
SRC3 inh = SRC3 coactivator transcriptional activity inhibitors, primary screen, cell-based, luminescence. HEK293 GAL4-SRC3 luciferase reporter. inhibition, % at 3.6 µM. actives 0.17% (n = 360,000). AID 588352, 2011;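 active means inhibition above a per-campaign cutoff, the mean of all compounds plus 3 SD, cut at about 60% in these data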;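 further: 0% = DMSO-treated cells and 100% = gossypol-treated cells at 36 µM; higher means less SRC3-driven luciferase light from the GAL4 reporter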
NOD2 RIPK2 PPI = NOD2-RIPK2 binding disruptors in cells, primary screen, fluorescence, CHO cells, BLA complementation | Receptor-interacting serine/threonine-protein kinase 2 (Homo sapiens), O43353 | CCF4 ratio | inhibition, % at 4.98 µM | actives 0.38% (n = 360,000) | AID 624267, 2012; in the data active means inhibition above about 21%;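 further: 0% = vehicle only and 100% = reference blocker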
Target sequence (O43353 whole entry, looked up): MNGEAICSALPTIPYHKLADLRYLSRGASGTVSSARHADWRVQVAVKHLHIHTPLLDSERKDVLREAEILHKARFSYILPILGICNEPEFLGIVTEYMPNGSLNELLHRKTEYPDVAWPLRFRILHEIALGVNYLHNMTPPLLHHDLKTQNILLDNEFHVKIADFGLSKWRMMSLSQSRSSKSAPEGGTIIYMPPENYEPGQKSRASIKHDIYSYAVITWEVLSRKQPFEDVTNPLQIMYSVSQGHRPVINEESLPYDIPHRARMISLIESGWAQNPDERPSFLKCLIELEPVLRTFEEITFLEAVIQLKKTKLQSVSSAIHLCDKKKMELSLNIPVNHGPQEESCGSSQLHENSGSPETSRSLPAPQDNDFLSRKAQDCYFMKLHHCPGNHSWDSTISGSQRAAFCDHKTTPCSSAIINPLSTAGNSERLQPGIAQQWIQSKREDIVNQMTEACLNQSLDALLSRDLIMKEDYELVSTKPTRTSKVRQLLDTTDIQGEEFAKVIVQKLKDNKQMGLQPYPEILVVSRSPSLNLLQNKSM
TROY NFkB inh = inhibitors of TROY-driven NF-kB signaling, primary screen, Q293 LMP1-TROYcd cells, NF-kB luciferase, uHTS; Q293 LMP1-TROYcd NF-kB luciferase reporter, 4 h; inhibition, % at 10 µM; AID 1347056, 2019; actives 0.98% (n = 360,000);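 active means compounds whose plate-normalised and pattern-corrected inhibition of the luciferase reporter signal at the single screening dose is 50% or more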
EBV LMP1 NFkB = EBV LMP1-driven NF-kappaB luciferase reporter inhibitors, primary screen, cell-based, luminescence, single point; LMP1-induced NF-kappaB luciferase reporter cells; inhibition, % at 12.5 µM; actives 0.69% (n = 350,000); in the data active means inhibition above about 41%;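 further: 0% = neutral control wells and 100% = reference inhibitor control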
TLR9-MyD88 inh = inhibitors of TLR9-MyD88 association in cells, primary screen, cell-based, CHO, BLA complementation, fluorescence; Toll-like receptor 9 (Homo sapiens) + Myeloid differentiation primary response protein …; CCF4 FRET ratio; inhibition, % at 4.98 µM; actives 0.21% (n = 340,000); AID 504734, 2011;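 active means inhibition above the mean over all tested compounds plus 3 SD, cut at about 21% in these data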;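 further: 0% = DMSO only wells and 100% = clavulanate BLA inhibitor control wells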
* hit, by the source's call; · = no result given. Not all compounds are listed, so the mix of outcomes need not match the whole.

Results follow in this order: TRAIL sens C8 | SRC2 inh | SRC1 inh | TWEAK Fn14 block | NR5A2 inv ag | COUP-TFII inh | SRC3 inh | NOD2 RIPK2 PPI | TROY NFkB inh | EBV LMP1 NFkB | TLR9-MyD88 inh
Cc1n[nH]c(C)c1C(=O)CC1(O)C(=O)N(CCc2ccccc2)c2ccc(Br)cc21 (stereo not drawn)
→ -6 | -14 | 13 | -1 | 3 | -12 | 18 | -7 | -8 | 1 | 1
COc1ccc(NCc2nn(CC(=O)c3ccc(Br)cc3)c3[n+]2CCCCC3)cc1
→ 5 | 13 | -22 | -20 | -4 | 0 | 3 | -1 | -10 | 0 | -5
CN(Cc1ccccc1)C(=O)c1cccc(NC(=O)Cc2ccc(NC(=O)C3CCN(C(=O)C4CCCC4)CC3)cc2)c1
→ -7 | -31 | 5 | 7 | 10 | 14 | -24 | -4 | 20 | -6 | -6
CCOC(=O)Nc1nc(-c2ccc(F)cc2F)cs1
→ -21 | -29 | -20 | -5 | -95 | -12 | -47 | -1 | -57 | -3 | 0
CCOC(=O)C1(Cc2cccc(OC)c2)CCCN(Cc2cc(C(C)C)n[nH]2)C1 (stereo not drawn)
→ 1 | 14 | -1 | -30 | 14 | -4 | 7 | 3 | -14 | 5 | 4
CC(=O)Nc1ccc(-c2csc(Nc3cccc(C)n3)n2)cc1
→ -2 | -19 | -64 | -12 | -110 | -18 | -69 | 10 | -45 | -33 | -3
O=C1C(Cc2ccccc2O)NC(=S)N1c1ccccc1 (stereo not drawn)
→ -14 | 21 | -43 | 0 | -1 | 4 | 8 | 2 | 5 | 3 | -1
O=C1c2ccccc2S(=O)(=O)c2cc(C(=O)N3CCN(c4c(Cl)cncc4Cl)CC3)ccc21
→ 0 | 5 | -9 | 9 | 17 | -8 | -5 | 1 | 28 | -1 | 2
COc1ccc2c(c1OC)C[N+]1([O-])CCc3cc4c(cc3C1C2)OCO4 (stereo not drawn)
→ -18 | -7 | -23 | 7 | 8 | -3 | 14 | -6 | -7 | 4 | -6
CN(C(=O)COC(=O)COc1ccccc1F)C1CCS(=O)(=O)C1 (stereo not drawn)
→ -5 | -22 | -33 | 1 | -10 | 9 | -4 | 7 | 5 | -6 | -11
CCCN1Cc2cccc(C(=O)NCc3ccccc3OC)c2C1=O
→ -10 | -23 | -11 | 2 | 20 | 2 | 18 | -6 | -18 | -13 | -15
N=c1c2cn[nH]c2nc(SCC(=O)c2ccc(Br)cc2)n1-c1ccc(Br)cc1
→ -10 | 6 | 8 | -22 | 7 | -8 | 4 | -1 | -18 | 6 | 4
O=c1c(Cl)c(NCc2ccc(F)cc2Cl)cnn1C12CC3CC(CC(C3)C1)C2
→ 18 | 5 | -4 | -9 | 2 | 0 | 17 | 2 | 14 | 6 | 0
O=S(=O)(c1ccc(-c2csc(-c3cccnc3)n2)cc1)N1CCCCC1
→ 9 | 10 | 3 | 20 | -22 | -9 | 2 | 10 | 8 | -3 | 4
Cc1c(C(=O)NCc2ccc(F)cc2)sc(=O)n1Cc1ccccc1F
→ -7 | 5 | -39 | -21 | -24 | -3 | 13 | 8 | 12 | · | ·
COc1cccc(C(=O)NNC(=O)c2cccc3ccccc23)c1
→ 4 | -2 | -12 | 5 | -10 | -72 | 3 | 2 | -14 | -4 | -11
O=C(c1ccc(F)cc1)N1CCN(C2CCCCC2)CC1
→ -2 | -33 | -47 | 1 | 3 | 7 | -1 | -1 | 5 | -2 | 6
CCn1c(CSc2nc3ccccc3s2)nnc1SCC(=O)NCC(=O)OC
→ -8 | 18 | -20 | 8 | 0 | 11 | 4 | 7 | -3 | -5 | 1
O=C(NCCCN1CCCC1=O)c1c(O)nc2ccccn2c1=O
→ -10 | -8 | 2 | 4 | 9 | -6 | -12 | -8 | -19 | 1 | -7
CCCc1nn(C)c(C(=O)Nc2cccc(Cl)c2)c1Cl
→ -3 | 20 | 16 | 78* | 11 | 25 | 36 | 2 | 70* | 2 | 7
COc1ccc(NC(=O)CSc2nccc(C)n2)cc1
→ -13 | -19 | -10 | -5 | -4 | -10 | -11 | 6 | 0 | -11 | -8
CCc1nn(CCCC(=O)Nc2ccc(C)cc2C)c(=O)c2cc3occc3n12
→ -2 | -15 | 0 | 1 | -1 | -5 | -10 | 5 | -16 | 5 | 9
O=C(Cc1ccc(S(=O)(=O)N2CCOCC2)s1)Nc1ccc(Br)c(C(F)(F)F)c1
→ 8 | 9 | -11 | 18 | -17 | -17 | 5 | -1 | 34 | -12 | -2
Cc1nn(Cc2ccc([N+](=O)[O-])cc2)c(=O)n1-c1ccccc1
→ 0 | -4 | 8 | 9 | 2 | 6 | 8 | -4 | 9 | 7 | -4
COc1ccc(NC(=O)Nc2ccc3c(c2)C(=O)N([C@H](C)CO)C[C@H](C)[C@@H](CN(C)C(=O)Nc2ccc(C(F)(F)F)cc2)O3)cc1
→ 6 | -12 | 5 | 8 | 10 | 5 | -1 | -1 | 7 | -15 | -1
Cc1ccc2c(CC(=O)NCC3COc4ccccc4O3)coc2c1 (stereo not drawn)
→ -3 | 15 | -11 | -32 | -4 | -1 | -10 | 12 | -18 | -6 | -3
COc1cccc(S(=O)(=O)N(C)C[C@@H]2OCc3cnnn3CCCC(=O)N([C@@H](C)CO)C[C@@H]2C)c1
→ 2 | -3 | -6 | 7 | 0 | 7 | -5 | 4 | -1 | -1 | -13
Cc1ccccc1NC(=O)c1sc(Cl)nc1-c1ccccc1
→ 13 | -6 | -14 | 7 | -6 | -9 | -6 | 0 | -4 | -1 | 14
CCNC(=S)NNC(=O)c1cccs1
→ -6 | -1 | -8 | 11 | 9 | -20 | 4 | 1 | 1 | -1 | -11
O=C1COc2ccc(C(=O)COC(=O)c3ccc(S(=O)(=O)C(F)F)cc3)cc2N1
→ -11 | -50 | 2 | -8 | 10 | -7 | -7 | 6 | 5 | -2 | -4

Retrieved by compound from the list above:
Results follow in this order: TRAIL sens C8 | SRC2 inh | SRC1 inh | TWEAK Fn14 block | NR5A2 inv ag | COUP-TFII inh | SRC3 inh | NOD2 RIPK2 PPI | TROY NFkB inh | EBV LMP1 NFkB | TLR9-MyD88 inh
Cc1ccc2c(CC(=O)NCC3COc4ccccc4O3)coc2c1 (stereo not drawn)
→ -3 | 15 | -11 | -32 | -4 | -1 | -10 | 12 | -18 | -6 | -3
O=C(Cc1ccc(S(=O)(=O)N2CCOCC2)s1)Nc1ccc(Br)c(C(F)(F)F)c1
→ 8 | 9 | -11 | 18 | -17 | -17 | 5 | -1 | 34 | -12 | -2

(continued)
Results follow in this order: TRAIL sens C8 | SRC2 inh | SRC1 inh | TWEAK Fn14 block | NR5A2 inv ag | COUP-TFII inh | SRC3 inh | NOD2 RIPK2 PPI | TROY NFkB inh | EBV LMP1 NFkB | TLR9-MyD88 inh
CC(=O)Nc1cccc(OC(=O)N2CCOCC2)c1
→ -3 | -12 | -11 | -10 | -7 | 14 | -24 | 1 | -31 | 2 | 1
O=C(COC(=O)/C=C/c1ccc(Cl)cc1Cl)Nc1cc(C(F)(F)F)ccc1N1CCOCC1
→ -3 | -7 | -14 | -16 | -8 | 1 | -5 | -5 | -5 | -3 | -13
COc1cc(S(=O)(=O)NCC2OCCc3ccccc32)ccc1-n1cnnn1 (stereo not drawn)
→ 3 | 1 | 4 | -4 | 25 | 1 | 7 | 10 | 5 | -4 | 4
COc1ccc(NC(=O)c2cn(-c3ccccc3)nc2SC)cc1
→ 18 | -43 | -10 | -12 | -6 | -20 | -1 | 1 | -14 | -5 | -2
CC1CCCCN1S(=O)(=O)c1ccc(C(=O)Nc2nnc(-c3ccco3)o2)cc1 (stereo not drawn)
→ 13 | 22 | -7 | 15 | 2 | 11 | 12 | -1 | 22 | -3 | -7
CC(C)c1ccc(-c2nc3ccccc3s2)cc1
→ 93* | 80* | 82* | 107* | 82* | 89* | 87* | 4 | 96* | 70* | -5
Cn1cccc1C(C#N)c1ncc(C(F)(F)F)cc1Cl (stereo not drawn)
→ 11 | 14 | -1 | 20 | -5 | -12 | 17 | -9 | -10 | 9 | 3
Cc1ccc(SCc2cc(=O)n3[nH]c(C)nc3n2)cc1
→ 15 | 11 | -2 | 7 | -7 | 20 | 3 | -2 | -3 | -1 | -6
COc1ccc(NC(=O)Nc2cccc3c2O[C@H](CN(C)C(=O)NC(C)C)[C@@H](C)CN([C@H](C)CO)C3=O)cc1
→ 6 | -22 | 15 | -9 | -3 | 16 | 11 | -8 | -4 | 2 | 1
CCOc1ncccc1C(=O)N1CCN(S(=O)(=O)c2ccc3ccccc3c2)CC1
→ 10 | -11 | -2 | -2 | 1 | 8 | 7 | -2 | -5 | -14 | 2
O=C(NCc1ccccc1)C(CCc1ccccc1)n1c(=O)c(-c2cc3ccccc3[nH]2)nc2ccccc21 (stereo not drawn)
→ 0 | -33 | · | · | 3 | 2 | · | 50* | · | · | ·
COc1ccccc1CC(=O)Nc1ccon1
→ -7 | -7 | 2 | 4 | 10 | 10 | -10 | -17 | 12 | -11 | 2
CN(C)c1ccc(/C=N/OC(=O)Nc2ccccc2)cc1
→ 48 | -30 | -127 | 36 | -124 | -75 | -77 | -14 | -18 | -9 | -6
O=C(Nc1nc(-c2cccs2)c(-c2cccs2)s1)C1(c2ccccc2)CC1
→ 5 | -6 | 4 | 11 | -4 | -10 | 20 | 3 | -1 | -7 | -2
COc1ccc(CNC(=O)CC2C(=O)NCCN2C2Cc3ccccc3C2)cc1 (stereo not drawn)
→ 17 | 15 | -1 | 0 | -9 | 11 | -3 | -3 | 5 | -4 | -21
O=C1/C(=C/c2cccc(Br)c2)SC(=S)N1CCC(=O)N(CCO)c1ccccc1
→ -8 | 5 | 11 | 86* | 6 | -16 | 12 | 12 | 35 | -2 | -3
O=C(NC(=S)Nc1cccc2ncccc12)c1cccs1
→ -5 | 15 | -7 | 14 | 6 | 27 | -2 | 1 | -47 | -8 | 9
O=C(NCc1ccc(Cl)cc1)C1CCCN1C(=O)Nc1ccccc1 (stereo not drawn)
→ -5 | -19 | -2 | -5 | 6 | 15 | -6 | 0 | -8 | -4 | -4
COc1cc(C)nc(-c2csc(C)n2)n1
→ 1 | -10 | 7 | 2 | -1 | 28 | 14 | 1 | -22 | -5 | 9
Cc1noc(C)c1CSCC(=O)Nc1cc(Cl)ccc1N1CCCCC1
→ 27 | -14 | -28 | -19 | 1 | 1 | 10 | -3 | 29 | 3 | 12
COCCn1nnnc1C(c1ccc2ncccc2c1)N1CCN(c2ccccc2F)CC1 (stereo not drawn)
→ -30 | -3 | -6 | -1 | 15 | -10 | -13 | 3 | 7 | 5 | 2
Cc1cc(C)cc(NC(=O)c2ccc(Cn3nc(C)c(Cl)c3C)o2)c1
→ -10 | 0 | -2 | -2 | -10 | -10 | -11 | 2 | 10 | 12 | 0
